PAX8 inh HTS = inhibitors of PAX8-driven TPO luciferase reporter, primary screen, RMG-I cells, single concentration; SteadyGlo, 24 h; inhibition, % at 12.6 µM; 1.2% of 360,000 active;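 active means mean replicate inhibition at least 60% with every replicate also reaching 60%; inconclusive means only one of the two criteria is met; inactive means mean below 60% and not all replicates reaching 60%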;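 further: luciferase light reporting Pax8 driven TPO promoter activity; plate controls were median of neutral control wells for no effect and mitoxantrone controls for full effect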
ARNT-TACC3 inh = disruptors of ARNT/TACC3 protein interaction, primary screen, biochemical, AlphaScreen, single concentration; Transforming acidic coiled-coil-containing protein 3 (Homo sapiens), Q9Y6A5; AlphaScreen His-ARNT PAS-B/GST-TACC3 binding, luminescence; TACC3 fragment carries E629A point mutation; inhibition, % at 9.99 µM; 0.66% of 390,000 active;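 active means mean inhibition of replicates at least 50% and at least half of replicates each reaching 50%; inconclusive means half or more replicates reach 50% but mean below 50%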;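 further: 0% = complete ARNT plus TACC3 wells and 100% = ARNT alone without TACC3; many hits fall short of the cut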
CASP6 VEID inh = human caspase-6 inhibitors, primary screen, biochemical, VEID-R110 fluorescence, single point, set 2; P55212; purified caspase-6, Z-VEID-R110 cleavage fluorescence; inhibition, % at 12.5 µM; 0.53% of 350,000 active;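 active means mean inhibition across replicates at least about 35%, with every replicate also reaching that limit, limit read from the data; inconclusive means only one of the two criteria met; inactive means neither criterion met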;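 further: 0% = median of neutral control wells and 100% = no fluorescence left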
Target sequence (P55212 24-179 limits assumed): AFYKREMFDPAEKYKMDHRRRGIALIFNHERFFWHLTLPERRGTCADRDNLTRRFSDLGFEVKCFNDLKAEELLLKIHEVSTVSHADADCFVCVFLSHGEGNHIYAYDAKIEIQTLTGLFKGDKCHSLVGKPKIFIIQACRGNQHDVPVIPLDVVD
Target sequence (P55212 194-293 limits assumed): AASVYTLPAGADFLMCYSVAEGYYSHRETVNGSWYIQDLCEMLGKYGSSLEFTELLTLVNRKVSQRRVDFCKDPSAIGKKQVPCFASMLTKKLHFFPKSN
SIRT5 inh = SIRT5 desuccinylase inhibitors, primary screen, biochemical, fluorescence imaging, single point, set 5; inhibition, % at 15 µM; 1.1% of 330,000 active; Purified SirT5, succinyl-peptide AMC, trypsin-coupled fluorescence; NAD-dependent protein deacylase sirtuin-5, mitochondrial (Homo sapiens), Q9NXA8; in the data active means inhibition above about 15%; inconclusive means no clear call, values can overlap the other calls
Target sequence (Q9NXA8 whole entry, looked up): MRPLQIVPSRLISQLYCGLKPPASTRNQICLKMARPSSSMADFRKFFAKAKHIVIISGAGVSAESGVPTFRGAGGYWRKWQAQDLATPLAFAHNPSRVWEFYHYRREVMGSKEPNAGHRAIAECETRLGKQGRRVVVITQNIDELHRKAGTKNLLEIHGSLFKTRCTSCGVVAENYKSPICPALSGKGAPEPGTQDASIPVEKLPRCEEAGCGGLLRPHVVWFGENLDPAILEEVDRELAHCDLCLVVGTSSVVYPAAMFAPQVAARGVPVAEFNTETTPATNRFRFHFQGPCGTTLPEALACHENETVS
DENV2 CPE = inhibitors of DENV2 cytopathic effect, primary screen, cell-based, plate reader, single concentration | DENV2-infected cells, cytopathic effect rescue | CPE inhibition, % at 9.99 µM | 1.7% of 350,000 active | AID 651640, 2012; in the data active means CPE inhibition above about 20%, passing the limit was not always enough; inconclusive means no clear call, values can overlap the other calls; tested in BHK-21 cells;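 further: 0% = median of neutral control wells and 100% = median of positive control wells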
EWS-Fli inh = EWS/Fli-driven NR0B1 reporter inhibitors, primary screen, A673 cells, NR0B1 luciferase, luminescence, MLPCN library; inhibition, % at 12.6 µM; AID 651661, 2012; 0.67% of 350,000 active; viability-normalised;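 active means mean inhibition of at least 50% after viability correction, with every replicate also passing that limit; inconclusive means mean reaches 50% but only one of two replicates passes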;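 further: firefly luciferase signal divided by Alamar Blue viability fluorescence both relative to DMSO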
LGR2 antag = inhibitors of bursicon-induced LGR2 CRE-luciferase signal, primary screen, cell-based, HEK293, CRE-luciferase reporter, bursicon stimulation. Drosophila bursicon receptor LGR2 (rickets). bursicon-stimulated, 4 h. inhibition, % at 9.99 µM. 0.35% of 380,000 active;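 active means drop in luminescence signal, shown as inhibition above about 50% in the replicate tests, limit read from the data, passing the limit was not always enough; inconclusive means probably only some replicates passing the limit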;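 further: agonist challenge used bursicon conditioned medium at about half maximal strength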
Starred values were filed as active, the others as inactive; ? = inconclusive; . = no result given.

SMILES | PAX8 inh HTS | ARNT-TACC3 inh | CASP6 VEID inh | SIRT5 inh | DENV2 CPE | EWS-Fli inh | LGR2 antag
C[C@H](CO)N1C[C@H](C)[C@H](CN(C)S(=O)(=O)c2ccccc2)OCCCC[C@H](C)Oc2ccc(NC(=O)c3ccccc3)cc2C1=O | 11.9 | 0.3 | -0.7 | 7.1 | ? | -4.1 | 25.3
O=S(=O)(Nc1ccccc1)N1CCCCC1 | . | -9.5 | 3.3 | 10.0 | 0.2 | -4.6 | 7.8
CCN(Cc1ccccc1)S(=O)(=O)c1ccc(C(=O)N2CCN(c3nc4ccccc4s3)CC2)cc1 | -7.5 | -0.1 | . | . | . | -2.4 | 27.3
O=C(Nc1ccc(Cl)cc1)c1cccc(NC2=NC3CS(=O)(=O)CC3S2)c1 (stereo unspecified) | -14.1 | -1.1 | 2.2 | 7.8 | 0.9 | -11.5 | -1.4
C[C@H]1CN([C@@H](C)CO)S(=O)(=O)c2ccc(C#CC3CC3)cc2O[C@H]1CN(C)C(=O)c1ccncc1 | . | -6.1 | -0.3 | -0.3 | -6.5 | 4.0 | -8.6
C[C@H]1CN([C@@H](C)CO)S(=O)(=O)c2ccc(-c3cccc(C(=O)N(C)C)c3)cc2O[C@H]1CN(C)C | 17.7 | -7.3 | -2.3 | -3.6 | -3.9 | 0.6 | 2.8
COc1ccc(C)cc1NS(=O)(=O)c1ccc(-c2cnc(C3CC3)o2)cc1 | 98.9* | -3.2 | -0.4 | -1.5 | -0.2 | 42.4 | -14.0
CCNc1ccc(C(=O)OCC(=O)Nc2cc(C)on2)cc1[N+](=O)[O-] | -3.8 | -8.8 | 10.3 | -1.4 | -1.7 | -3.0 | -23.8
Cc1ccc(Cl)cc1N1CCN(C(=S)NCCc2ccccc2)CC1 | 0.0 | 0.4 | -0.1 | -2.5 | -3.3 | 8.1 | 19.5
NS(=O)(=O)c1cccc(NC(=O)CN2CCC(Cc3ccccc3)CC2)c1 | -2.9 | 1.1 | -3.6 | -1.8 | 6.0 | 15.8 | -1.1
O=C(c1ccc2c(c1)OCO2)N1CCC2(CC1)Oc1ccc(Cl)cc1C(=O)C21CC(c2ccccc2)=NO1 (stereo unspecified) | 20.4 | -0.4 | -1.0 | . | . | 0.9 | -3.1
OCCCC1CCCCN1Cc1nc(Cc2ccccc2Cl)no1 (stereo unspecified) | 20.6 | 4.6 | 1.6 | -0.1 | 2.5 | 8.4 | 4.6
O=C(C[C@@H]1CC[C@H]2[C@@H](COC[C@@H](O)CN2C(=O)c2cccnc2)O1)Nc1ccc(-c2ccccc2)cc1 | -14.8 | 0.8 | 4.3 | -1.9 | -2.2 | -23.8 | -14.4
CCN(CC)CCCN(Cc1cc2cc3c(cc2[nH]c1=O)OCO3)C(=S)NC | -20.1 | -13.9 | -0.2 | -3.0 | -6.5 | 6.0 | 5.5
COc1ccc(NC(=O)Nc2ccc3c(c2)C(=O)N([C@H](C)CO)C[C@H](C)[C@H](CN(C)C(=O)Nc2cccc4ccccc24)OCCCC[C@@H](C)O3)cc1 | 11.5 | -1.5 | -2.9 | 0.3 | -2.1 | -17.2 | 3.8
Cc1cccc(N2CCN(C(=O)NCc3ccc(F)cc3)CC2)c1C | 16.2 | -2.5 | -2.0 | -1.2 | 2.7 | -6.2 | 20.5
CCCc1cn([C@H]2C[C@@H]3O[C@H](CO)CC[C@@H]3O[C@@H]2CCc2ccc(C#CCc3ccccc3)cc2)nn1 | -3.7 | . | -1.6 | -1.3 | -2.0 | 2.1 | .
COC(=O)c1ccc(NC(=O)c2ccc3nsnc3c2)cc1 | -22.1 | 1.6 | -4.7 | -1.3 | 3.4 | -35.4 | -13.1
CNC(=S)N1C2CCCC1CC(NC(=O)c1ccc(F)cc1)C2 (stereo unspecified) | -5.2 | -26.5 | -0.3 | -2.2 | -2.5 | 9.1 | -3.4
C=CCNC(=S)NC(CC(=O)OC)c1ccc2c(c1)OCO2 (stereo unspecified) | -8.8 | 6.2 | -3.6 | -4.4 | ? | -0.2 | 6.3
COc1ccc(Cl)cc1NC(=O)CSc1nc(=O)n(CCN(C)C)c2c1CCCC2 | 35.1 | 23.9 | 9.9 | -0.1 | 5.4 | 11.1 | 3.1
CCCc1c(OCCCCc2nn[nH]n2)ccc(C(C)=O)c1O | -0.7 | -3.7 | 4.7 | 1.4 | -3.6 | 1.5 | -28.7
Cc1cc(C(=O)CCC(=O)Nc2cccc(F)c2)c(C)s1 | -1.2 | . | 1.7 | . | 9.5 | -15.4 | -6.3
O=C(C[C@H]1C[C@H]2c3cc(NS(=O)(=O)c4ccc(F)cc4)ccc3O[C@H]2[C@@H](CO)O1)NCc1ccccc1F | -0.5 | -5.1 | -3.0 | 14.9 | -0.8 | 7.9 | -3.1
Cc1nc(-c2ccc(Cl)cc2)sc1C1(C)CC(c2ccncc2)=NO1 (stereo unspecified) | -48.8 | . | . | . | . | -14.8 | -18.6

Looked up by compound from above:
SMILES | PAX8 inh HTS | ARNT-TACC3 inh | CASP6 VEID inh | SIRT5 inh | DENV2 CPE | EWS-Fli inh | LGR2 antag
O=S(=O)(Nc1ccccc1)N1CCCCC1 | . | -9.5 | 3.3 | 10.0 | 0.2 | -4.6 | 7.8
CCCc1c(OCCCCc2nn[nH]n2)ccc(C(C)=O)c1O | -0.7 | -3.7 | 4.7 | 1.4 | -3.6 | 1.5 | -28.7

(listing goes on)
SMILES | PAX8 inh HTS | ARNT-TACC3 inh | CASP6 VEID inh | SIRT5 inh | DENV2 CPE | EWS-Fli inh | LGR2 antag
COCC(=O)N(C)C[C@H]1Oc2ncc(C#C[C@H](C)O)cc2C(=O)N([C@H](C)CO)C[C@@H]1C | . | -9.2 | 6.2 | -1.8 | 1.3 | -6.2 | 13.3
COc1cccc(CN(C)C(=O)c2ccc3c(=O)n4c(nc3c2)CCC4)c1 | 5.2 | -2.1 | 1.5 | -1.5 | -5.0 | -6.6 | -31.2
C/C=C(/C)C(=O)O[C@@H]1c2c(ccc3ccc(=O)oc23)O[C@@H]1C(C)(C)OC(=O)/C(C)=C\C | 50.6 | -4.9 | 3.4 | 8.5 | ? | 9.1 | 57.7*
O=C(Oc1ccccc1)N1CCCC1 | -2.3 | 8.9 | 2.3 | -1.5 | -6.7 | 4.9 | -1.4
O=C(O)/C=C/C(=O)Nc1ccc(N2CCOCC2)nc1N1CCOCC1 | -5.3 | 7.4 | 8.8 | -5.9 | -0.6 | -5.0 | 8.7
COc1ccc(CCNC(=O)COC(=O)c2cc3ccccc3oc2=O)cc1OC | 7.9 | . | 0.3 | 0.4 | . | -3.0 | -3.8
CC1(C(=O)NS(=O)(=O)c2ccc(Cl)cc2)CCN1C(=O)Cc1cccc2ccccc12 (stereo unspecified) | 4.2 | . | 1.1 | 2.2 | ? | -10.2 | 14.7
C[C@@H]1CN([C@H](C)CO)C(=O)c2cc(Br)cnc2O[C@H]1CN(C)C(=O)C1CCCCC1 | 2.6 | 4.9 | -2.9 | -3.0 | -4.7 | -9.2 | 28.1
CCNC(=S)NNc1nncc2ccccc12 | -7.3 | 1.6 | -1.9 | -0.8 | -0.5 | -1.7 | -9.6
O=C(c1ccc(F)cc1)N1CC(=O)N2[C@H](CO)[C@H](c3ccc(-c4ccccc4F)cc3)[C@H]2C1 | . | . | 1.0 | -2.0 | -1.9 | . | 13.1
O=C(Cc1ccc(F)cc1)Nc1ccccc1N1CCCC1 | 13.3 | -4.2 | -2.4 | -1.1 | 0.5 | . | -3.9
CC(C)CC1c2[nH]c3ccccc3c2CCN1C(=O)c1cnccn1 (stereo unspecified) | -134.3 | . | 2.2 | -1.4 | -2.8 | -107.0 | -19.0
Cc1ccc(C(=O)NCCc2nnc3ccc(SCC(=O)Nc4nnc(C)s4)nn23)cc1 | -15.5 | . | -1.0 | -0.9 | -3.8 | -3.2 | -0.9
C[C@@H]1CN([C@@H](C)CO)C(=O)c2cc(NC(=O)c3ccccc3)ccc2O[C@@H](C)CCCCO[C@H]1CN(C)C(=O)C1CCCCC1 | . | -1.8 | -0.1 | 5.5 | -3.2 | 5.6 | 10.6
Cc1cc2nccc(-c3ccccn3)n2n1 | -14.2 | -2.9 | -4.5 | 0.8 | 10.5 | -1.4 | -16.5
Cc1c(C(=O)N2CCCCC2)c(S(=O)(=O)N2CCC(C)CC2)c(C)n1C | 1.8 | -4.6 | -0.4 | -0.7 | 2.0 | . | 6.1
COc1ccc(CN(C)C[C@H]2Oc3ccc(NC(=O)NC(C)C)cc3CC(=O)N([C@H](C)CO)C[C@@H]2C)cc1 | -1.4 | . | 0.8 | . | 4.4 | 29.3 | -27.5
COc1ccccc1C(=O)NCC(=O)OCc1nnc(-c2ccccc2)o1 | -9.5 | . | 2.9 | . | 1.6 | -12.6 | 5.5
CC(C)(C)OC(=O)N1CCC(C(=O)Nc2cccc(C(=O)NCc3ccccc3)c2)CC1 | -45.0 | -3.9 | 3.1 | . | 1.6 | 10.1 | -1.1
Cc1nc(-c2ccccc2)cn2c1nc1ccccc12 | -3.4 | -1.8 | 3.5 | -14.4 | -6.3 | -6.3 | 3.0
CC(=O)Nc1ccc(S(=O)(=O)NNC(=O)c2ccc([N+](=O)[O-])cc2)cc1 | -0.6 | -6.0 | -1.9 | . | -2.8 | -3.1 | .
CS(=O)(=O)NCCNc1ccc(Cl)cc1[N+](=O)[O-] | 10.4 | 1.0 | 2.9 | 0.5 | . | 2.1 | 11.4
O=C(CCCn1cncn1)N1CCCC(N2CCN(c3ccccc3F)CC2)C1 (stereo unspecified) | -4.5 | 2.3 | 0.6 | -1.3 | -4.2 | -5.8 | 11.1
S=C(Nc1ccc(Cl)c(Cl)c1)N1CCN(c2ccccn2)CC1 | 18.4 | -5.7 | -3.0 | -6.8 | 16.6 | 13.5 | 7.6
Cc1nnc(SCC(=O)Nc2cc(C(N)=O)cc(C(N)=O)c2)n1-c1ccccc1 | 14.5 | -16.0 | -2.5 | -2.7 | -6.7 | 8.8 | 7.5
Following part:
SMILES | PAX8 inh HTS | ARNT-TACC3 inh | CASP6 VEID inh | SIRT5 inh | DENV2 CPE | EWS-Fli inh | LGR2 antag
COc1cc(NCc2ccccc2O)c2ncccc2c1 | 5.5 | 0.1 | 4.0 | 1.2 | 8.4 | -4.8 | -10.1
O=C(C[C@@H]1CC[C@@H](NS(=O)(=O)c2ccc(F)cc2)[C@H](CO)O1)NCc1ccc(Cl)c(Cl)c1 | 11.4 | -8.6 | 3.0 | -7.5 | 3.6 | -2.5 | 8.2
N#CCCN(Cc1ccccc1)C(=O)Nc1ccc2c(c1)CCO2 | -10.5 | -2.7 | -0.2 | . | 0.8 | -5.9 | -1.3
CCN1CCN(c2c(S(=O)(=O)c3ccc(Cl)cc3)cnc3ccccc23)CC1 | 11.2 | . | -3.9 | -1.8 | 1.3 | 1.4 | -21.9
CCCNC(=O)N1[C@H](CNC(=O)c2cccc(F)c2)[C@@H](c2ccccc2)[C@@H]1CO | -10.9 | 0.5 | . | . | 43.2* | -0.6 | 18.2
CCCOc1ccc(N2C(=O)CC(N(Cc3ccccc3)N=O)C2=O)cc1 (stereo unspecified) | -2.6 | . | -3.9 | 0.3 | -8.5 | -1.5 | 28.3
CCN(CC)S(=O)(=O)c1ccc(Cl)c(NC(=O)COC(=O)c2c(C)noc2C)c1 | 2.5 | -3.0 | 1.8 | 4.1 | 2.4 | 6.4 | 1.4
COc1ccc(C(CCN2CCCCC2)c2c(O)cc(OC)cc2OC)cc1 (stereo unspecified) | -15.3 | 2.6 | . | . | . | 3.7 | -16.4
O=C(NC1Cc2ccccc2C1)[C@@H]1[C@@H](CO)[C@@H]2Cn3c(ccc(-c4ccccc4)c3=O)[C@H]1N2 | 16.1 | -1.3 | -0.1 | -18.3 | 6.5 | 7.5 | 8.1

High-throughput results from PubChem.
